PhoP GFP inhibition = PhoP regulon inhibitors, Salmonella typhi PhoP promoter GFP reporter, confirmatory (AID 1850); Salmonella Typhi PhoP-promoter GFP reporter, fluorescence, 4 h; higher % means a stronger effect; inhibition, % at 50 µM; hits with a dose series show IC50 in µM; 0.33% of 310,000 active; in the data active = a potency from the dose series; inconclusive = inhibition mostly from about 25% at the one dose, without a potency; inactive = the rest, 99 in 100 with inhibition below about 19%;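 note: 0% = induced wells with vehicle and 100% = uninduced wells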
tuberculosis growth = growth inhibition of non-replicating M. tuberculosis (AID 488890) | Mycobacterium tuberculosis non-replicating, growth inhibition; higher % means a stronger effect | one-dose inhibition, % at 25 µM; IC50 in µM for titrated hits | 0.39% of 320,000 active; in the data active = a potency from the dose series; inconclusive = inhibition mostly from about 82% at the one dose, without a potency; inactive = the rest, 99 in 100 with inhibition below about 76%;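 note: plate controls were DMSO cells for no effect and high antibiotic wells for full effect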
H37Rv inhibition = M. tuberculosis growth inhibition, HTS (AID 449762); M. tuberculosis H37Rv growth inhibition, 7H9 media; higher % means a stronger effect; one-dose inhibition, % at 25 µM; IC50 in µM for titrated hits; 0.59% of 330,000 active; in the data active = a potency from the dose series; inconclusive = inhibition above about 70% without an active follow-up result;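 note: bacterial growth assessed after seven days of incubation; strong numbers were not always called active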
VEEV TC-83 Vero = inhibitors of VEEV TC-83 cytopathic effect, confirmation, Vero cells (AID 588727). inhibition, % at 20 µM; hits with a dose series show IC50 in µM. 0.13% of 350,000 active. Vero cells, VEEV TC-83 cytopathic effect inhibition; higher % means a stronger effect; in the data active = a potency from the dose series; inconclusive = inhibition mostly from about 14% at the one dose, without a potency; inactive = the rest, 99 in 100 with inhibition below about 12%; note: strong numbers were not always called active
H1N1 NS1A inhibition = NS1A inhibition, H1N1 influenza, cell based functional assay (AID 504329); NS1A functional cell-based assay, percent inhibition; higher % means a stronger effect; inhibition, % at 12.5 µM, or IC50 in µM where a hit was titrated; 0.3% of 340,000 active; in the data active = a potency from the dose series; inconclusive = inhibition above about 27% without an active follow-up result; note: strong numbers were not always called active
VEEV TC-83 Vero 10K pilot screen = second read-out of VEEV TC-83 Vero, no call of its own (marks repeat the call); inhibition, %; measured here: 10K pilot screen inhibition
The depositor's hits bear a star; i = inactive; ? = inconclusive; nt = no result given.

SMILES	PhoP GFP inhibition	tuberculosis growth	H37Rv inhibition	VEEV TC-83 Vero	H1N1 NS1A inhibition	others
CC1(C)CC(C)(O)P(=O)(c2ccccc2)O1 (stereo not drawn)	3%	-22%	-10%	0.7%	-5%	VEEV TC-83 Vero 10K pilot screen=3.2
CC(C)C[C@H](NC(=O)NC(C)C)C(=O)O	2%	-5%	4%	2.3%	13%
Cc1cc([N+](=O)[O-])nn1CCCC(=O)Nc1cc(Oc2ccccc2)cc([N+](=O)[O-])c1	4%	16%	?	3.6%	-4%
CCS(=O)(=O)N1CCN(C(=O)c2ccccc2)CC1	2%	-2%	3%	2.5%	-2%	VEEV TC-83 Vero 10K pilot screen=0.4
C=CCn1c(C)cc(-c2csc(N)n2)c1C	5%	51%	6%	1.5%	-9%
COc1ccc(S(=O)(=O)N(C)CC(=O)Nc2ccccc2C(F)(F)F)cc1Cl	-6%	14%	-3%	3.7%	-2%	VEEV TC-83 Vero 10K pilot screen=0.6
O=c1c2ccccc2ncn1CCOCCOc1cccc(Br)c1	3%	9%	4%	0.1%	-7%
c1cc2c3c(cccc3c1)C(N1CCCCC1)=N2	6%	24%	-5%	i	5%
O=C(/C=C/c1ccccc1)NCC(=O)N/N=C\c1cccnc1	-3%	-2%	-2%	0.1%	-3%
CN(C)CCN(C(=O)CN1C(=O)c2ccccc2C1=O)c1nc2cc3c(cc2s1)OCO3	-18%	-5%	3%	1.6%	0%
Fc1ccccc1-c1nc2ccccc2[nH]1	6%	-4%	-3%	1.9%	0%
Cc1cc2nc(-c3cccnc3SCC(=O)NCc3ccco3)[nH]c2cc1C	-10%	14%	-3%	0.5%	3%
Cc1ccc(OP(=O)(NC(C)c2ccccc2)Oc2ccc(C)cc2)cc1 (stereo not drawn)	0%	11%	1%	3.0%	-4%
O=C(O)CCn1c(SCCc2ccccc2)nc2ccccc21	1%	-2%	0%	0.6%	-3%
Cc1ccc(NC(=O)c2c(C(=O)Nc3ccccc3)sc3nc(C)cc(=O)n23)cc1	1%	-6%	-4%	0.5%	5%

Continued, overlapping the part above by two compounds.
SMILES	PhoP GFP inhibition	tuberculosis growth	H37Rv inhibition	VEEV TC-83 Vero	H1N1 NS1A inhibition	others
O=C(O)CCn1c(SCCc2ccccc2)nc2ccccc21	1%	-2%	0%	0.6%	-3%
Cc1ccc(NC(=O)c2c(C(=O)Nc3ccccc3)sc3nc(C)cc(=O)n23)cc1	1%	-6%	-4%	0.5%	5%
CC(=O)Nc1cccc(NC(=O)CSc2nccn2Cc2ccccc2)c1	-7%	6%	7%	3.2%	20%
CN(C)CCCOc1cccc(Cl)c1	-2%	2%	5%	i	1%
O=C1NC(=O)/C(=C/c2ccccc2Oc2ccc(Cl)cc2)S1	-8%	28%	0%	1.7%	-9%
COc1ccccc1NC(=O)COC(=O)c1cc(C)n(C2CC2)c1C	nt	-1%	-3%	0.4%	-4%
O=S(=O)(c1ccc(Cl)cc1)N1CCc2ccccc21	3%	-5%	-7%	1.7%	-3%
FC(F)(F)c1nnc2c(Sc3ccc(Cl)cc3)nc3ccccc3n12	-6%	0%	-8%	0.7%	19%
O=C(N/N=C/c1cccc(OCc2ccccc2)c1)c1ccc(Br)cc1	-6%	-19%	5%	1.8%	-5%
C=CCN=C1NN=C(c2ccc3c(c2)OCCO3)CS1	1%	-1%	20%	10%	7%	VEEV TC-83 Vero 10K pilot screen=0.8
Cc1ccc(S(=O)(=O)Nc2cc3c4c(c2)C(C)C(=O)N4CCC3)cc1 (stereo not drawn)	4%	16%	45%	2.0%	9%
CCN(CC)S(=O)(=O)c1cccc(NC(=O)CCNC(=O)c2ccc([N+](=O)[O-])cc2)c1	2%	6%	5%	1.7%	-8%
CN1CCN(c2ccncc2S(=O)(=O)N2CCCCC2)CC1	-1%	6%	-7%	3.5%	16%
COc1ccc(S(=O)(=O)N2CCOCC2)cc1NC(=O)Cc1ccsc1	nt	7%	-8%	0.9%	0%
Cc1cc(C)nc(NS(=O)(=O)c2ccc(NC(=O)Cc3ccccc3F)cc2)n1	-2%	0%	-4%	0.1%	5%
Nc1nc(SCC(=O)N2CCN(c3ccc(F)cc3)CC2)n[nH]1	nt	14%	-2%	0.9%	-18%
CC(=O)Nc1cccc(NC(=O)c2ccc(COc3ccccc3)cc2)c1	nt	nt	nt	2.6%	-5%
COC(C[C@@H](O)C[C@@H](O)COCc1ccccc1)OC	nt	nt	nt	i	-1%
Cc1nc2c(C(=O)NCc3ccccc3)c[nH]n2c(=O)c1Cl	3%	38%	2%	i	7%
COCC(=O)NC(c1ccccc1)c1ccccc1	-5%	1%	2%	1.4%	0%
N=C(N)SCCc1cnc[nH]1	-16%	-10%	3%	0.4%	8%
CCOc1ccc(C(=O)CCC(=O)N2CCN(c3ccc(O)cc3)CC2)cc1	nt	54%	-7%	2.2%	-3%
CCc1nnc(SCC(=O)NC2CCCC2)nc1CC	-1%	-4%	0%	i	-25%
O=C(OCc1ccccc1)c1ccc2c(c1)-c1ccccc1C2=O	3%	63%	38%	7.1%	8%
NC(=O)COc1cccc(/C=N/NC(=O)c2ccc(-n3cccc3)cc2)c1	8%	-12%	0%	1.8%	-11%
CCc1noc(C)c1C(=O)Nc1cccc(S(=O)(=O)N2CCCCCC2)c1	-1%	-4%	-2%	7.9%	0%
CCC(C)NC(=O)c1cc(Cl)c(NC(=O)C2=C(C)OCCS2)cc1OC (stereo not drawn)	-1%	39%	?	5.9%	2%
CC1CN(CC(O)COCc2ccc3c(c2)OCO3)CC(C)O1 (stereo not drawn)	0%	5%	8%	i	8%
O=C(NCCCN1CCOCC1)c1ccc([N+](=O)[O-])cc1[N+](=O)[O-]	-9%	45%	?	0.8%	0%
Cc1c(-c2ccccc2)oc2c(C(=O)OCC(=O)Nc3ccc(F)cc3)cccc2c1=O	-1%	8%	4%	3.3%	-16%
COc1ccc(C(=O)N/C(=C\c2cn(C)c3ccccc23)C(=O)NCCCN2CCOCC2)cc1	9%	-4%	-2%	1.9%	-3%
CCSc1nc(N)c(C#N)c(-c2ccccc2Cl)c1C#N	-2%	-3%	-11%	i	-16%
OCCC1CN(Cc2ccc(Oc3ncccn3)cc2)CCN1CCc1ccccc1 (stereo not drawn)	-9%	17%	-3%	i	3%
COc1ccc(C2(O)CCN(Cc3nnnn3Cc3ccc(C)cc3)CC2)cc1	-5%	76%	?	0.3%	-6%
COC(=O)C1=C(c2cccc(OCc3ccccc3)c2)C[C@@H]2CC[C@H]1N2C(=O)NC1CCN(Cc2ccccc2)CC1	nt	76%	?	3.2%	16%
COc1ccc(C(=O)NC(=S)N2CCCC2)cc1	-3%	30%	-10%	0.5%	17%
Cc1ccc(OCc2nnc(NC(=O)OCC(C)C)s2)cc1	-27%	6%	4%	1.5%	14%
CCC(C)[C@H](NC(=O)NCCCn1ccnc1)C(=O)OC (stereo partly drawn)	14%	-4%	-7%	1.0%	0%
C/C(=N\Nc1nc(-c2cc(C)ccc2C)cs1)c1cc2c(ccc3ccccc32)oc1=O	-5%	-26%	2%	i	-4%
COc1cc(OC)c2c(C)cc(=O)oc2c1C(CCN1CCN(c2ccccc2)CC1)c1ccc2c(c1)OCO2 (stereo not drawn)	-1%	70%	?	0.6%	18%
COc1ccccc1CCN=C(N)NS(=O)(=O)c1cc(F)ccc1F	-2%	-9%	-2%	2.0%	-5%
COc1ccc(CN2CCN(CCc3ccccc3)C(CCO)C2)c(O)c1 (stereo not drawn)	0%	10%	0%	i	-4%
COc1ccc(N2CCN(c3ccc(C(=O)O)cc3[N+](=O)[O-])CC2)cc1	1%	1%	5%	4.1%	4%
Cc1cc(CNC(=O)C2CCC(=O)N(Cc3ccccc3F)C2)nn1C (stereo not drawn)	-12%	-4%	-5%	0.4%	-2%
CC(=O)Nc1ccc(Sc2ccccc2C(=O)O)cn1	1%	2%	-5%	1.7%	-2%
O=C(NCC1CCCO1)c1ccc([N+](=O)[O-])s1 (stereo not drawn)	-5%	38%	0%	i	0%
CN(C)N1C(N)=C(C#N)C(c2cccs2)C2=C1CCCC2=O (stereo not drawn)	-5%	-3%	-6%	0.6%	6%
COc1ccc2c(c1)c(C(=O)OCCN(C)C)c(C)n2C	1%	-12%	0%	1.4%	4%
COc1ccc(CN=Cc2c(O)[nH]c3ccccc23)cc1	9%	28%	50%	1.2%	2%
CCn1cc(S(=O)(=O)Nc2ccc(C)c(Cl)c2)cn1	8%	-3%	0%	5.7%	-7%
CC(C)c1nc2cc(C(=O)N3CCN(c4cnccn4)CC3)ccc2o1	11%	-3%	0%	1.2%	-8%
Cc1ccc(NC(=O)N2CCCN(C(=O)OC(C)(C)C)CC2)cc1Cl	-4%	4%	-3%	i	0%
CCOC(=O)N1CCN(S(=O)(=O)c2ccc(OCC(=O)OC)c(Cl)c2)CC1	6%	2%	2%	0.2%	-1%
CCN(CC(=O)Nc1ccccc1C(F)(F)F)C(=O)C1=COCCO1	-3%	-8%	-2%	1.4%	-2%
COc1ccc(CN(C(=O)/C=C/C(=O)c2ccc(OC)cc2O)C(C(=O)NC2CCCCC2)c2ccncc2)cc1 (stereo not drawn)	-5%	20%	-6%	i	-3%
Cc1cc(C)n(C(=O)CN2C(=O)CCC2=O)n1	-3%	6%	7%	0.7%	-2%
Cn1c(SCC(=O)NCc2ccccc2)ncc(C(=O)Nc2ccccc2)c1=O	-9%	-4%	5%	0.6%	-1%
CCOC(=O)c1c(CSc2ccccc2)oc2ccc(O)cc12	2%	47%	12%	5.7%	-4%
COc1cccc2c1C(=O)C[C@]1(CCCC[C@@H]1C)O2	-2%	31%	47%	0.1%	-2%
Cc1cc(=O)n2[nH]c(NCc3ccccc3F)nc2n1	7%	-3%	-3%	2.8%	-17%
CCN(CC)C(=O)C1CC(c2ccc(OC)cc2)=NO1 (stereo not drawn)	2%	-1%	-12%	i	0%	VEEV TC-83 Vero 10K pilot screen=1.3
COCCCNC(=O)CC(NS(=O)(=O)c1ccc(C)cc1)c1ccc(OC)cc1 (stereo not drawn)	-13%	3%	10%	0.2%	-4%

The last five compounds of the section above come first, to join the parts.
SMILES	PhoP GFP inhibition	tuberculosis growth	H37Rv inhibition	VEEV TC-83 Vero	H1N1 NS1A inhibition	others
CCOC(=O)c1c(CSc2ccccc2)oc2ccc(O)cc12	2%	47%	12%	5.7%	-4%
COc1cccc2c1C(=O)C[C@]1(CCCC[C@@H]1C)O2	-2%	31%	47%	0.1%	-2%
Cc1cc(=O)n2[nH]c(NCc3ccccc3F)nc2n1	7%	-3%	-3%	2.8%	-17%
CCN(CC)C(=O)C1CC(c2ccc(OC)cc2)=NO1 (stereo not drawn)	2%	-1%	-12%	i	0%	VEEV TC-83 Vero 10K pilot screen=1.3
COCCCNC(=O)CC(NS(=O)(=O)c1ccc(C)cc1)c1ccc(OC)cc1 (stereo not drawn)	-13%	3%	10%	0.2%	-4%
COc1ccc(-c2nc3nc(C)cc(C)n3n2)cc1	-9%	-13%	-9%	4.0%	1%
COc1ccccc1NC(=O)CCc1nc(-c2ccccc2F)no1	13%	21%	-8%	1.2%	-4%
COC(=O)Cc1c(CSc2ccccc2)oc2ccc(O)c(CN(C)C)c12	4%	0%	0%	i	-16%
COc1ccc(CCNc2ccc(S(=O)(=O)N3CCCC3)cc2[N+](=O)[O-])cc1	-1%	32%	-9%	0.3%	14%
O=C(NCc1nc2ccccc2[nH]1)C1=C[C@H](c2ccc3c(c2)OCO3)C[C@H](OCc2ccc(CO)cc2)O1	-13%	5%	5%	5.5%	14%
COc1cc(OC)c(NC(=O)c2csc(C)c2)cc1Cl	-5%	35%	26%	9.9%	-12%

Assay outcomes: PubChem BioAssay, Southern Research Specialized Biocontainment Screening Center
